Screening results from PubChem BioAssay.
PAD4 inh: blocks human protein arginine deiminase 4; Q9UM07; recombinant PAD4, RCA probe fluorescence polarization; inhibition, % at 6.36 µM; hit rate 0.41% among 330,000; AID 485272;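 active = percent inhibition above a cutoff equal to the mean of all tested compounds plus 3 SD, cut at about 15% in these data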;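 note: 0% = PAD4 with RCA probe and DMSO and 100% = probe without PAD4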
GSTO1 inh: blocks human GSTO1 in RBBP9 counter-screen; P78417; recombinant GSTO1, activity-based probe fluorescence polarization; inhibition, % at 5.96 µM; hit rate 1.1% among 300,000;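 active = inhibition above the campaign mean inhibition plus 3 SD, cut at about 35% in these data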;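 note: 0% = GSTO1-1 with DMSO and 100% = wells lacking GSTO1-1 enzyme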
LYPLA2 inh: LYPLA2 (human) inhibition in PME1 counter-screen | O95372 | recombinant LYPLA2, FP-Rh probe fluorescence polarization | inhibition, % at 5.9 µM | hit rate 0.38% among 320,000;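 active = inhibition above the screen-wide mean plus 3 SD, limit set per campaign, cut at about 26% in these data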;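 note: 0% = LYPLA2 with DMSO and 100% = wells lacking LYPLA2 enzyme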
Target sequence (O95372 whole entry, looked up): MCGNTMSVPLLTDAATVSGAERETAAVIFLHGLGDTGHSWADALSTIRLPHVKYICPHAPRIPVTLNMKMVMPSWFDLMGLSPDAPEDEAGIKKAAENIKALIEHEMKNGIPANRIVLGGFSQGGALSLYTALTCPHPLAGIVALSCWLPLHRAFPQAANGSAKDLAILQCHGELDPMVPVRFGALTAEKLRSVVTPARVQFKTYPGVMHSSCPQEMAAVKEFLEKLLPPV
PME-1 primary: PME-1 (human) inhibition; hit rate 0.53% among 320,000; Q9Y570; AID 2130; recombinant PME-1, FP-Rh probe fluorescence polarization; inhibition, % at 5.9 µM;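 active = inhibition above the campaign mean of all compounds plus 3 SD, cut at about 26% in these data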;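 note: competitive labeling of PME-1 active site by serine hydrolase directed probe; 0% = PME-1 with DMSO and 100% = wells lacking PME-1 enzyme; inhibitors block probe labeling so polarization falls and inhibition rises; many of its hits are not listed in these tables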
PREPL inhibitor: inhibits the human prolyl oligopeptidase-like enzyme; recombinant PREPL, fluorescence polarization activity-based probe; inhibition, % at 5.96 µM; hit rate 0.68% among 320,000; AID 2751; in the data active = inhibition above about 43%;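 note: 0% = enzyme with DMSO and 100% = wells lacking enzyme; many of its hits are not listed in these tables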
PAFAH1B2 inh: PAFAH1B2 (human) inhibition; hit rate 1.2% among 340,000; inhibition, % at 3.39 µM; P68402; recombinant PAFAH1B2, FP-rhodamine activity probe, fluorescence polarization;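 active = inhibition above the mean of all tested compounds plus 3 SD, cut at about 24% in these data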;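 note: 0% = enzyme with DMSO and 100% = wells lacking PAFAH1B2; many of its hits are not listed in these tables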
PAFAH1B3 inh: inhibitors of human PAFAH1B3 | Q15102 | recombinant PAFAH1B3, FP-rhodamine probe, fluorescence polarization | inhibition, % at 3.39 µM | hit rate 0.28% among 340,000 | AID 492972;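 active = inhibition above the screen-wide average of all tested compounds plus 3 SD, cut at about 25% in these data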;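 note: 0% = enzyme with DMSO only and 100% = wells lacking PAFAH1B3 protein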
Target sequence (Q15102 whole entry, looked up): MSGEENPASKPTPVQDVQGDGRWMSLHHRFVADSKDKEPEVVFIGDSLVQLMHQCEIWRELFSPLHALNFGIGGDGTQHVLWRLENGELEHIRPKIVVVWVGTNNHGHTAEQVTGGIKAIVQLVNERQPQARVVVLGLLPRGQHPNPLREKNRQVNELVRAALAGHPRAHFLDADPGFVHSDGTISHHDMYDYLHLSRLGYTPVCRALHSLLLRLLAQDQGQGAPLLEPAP
pPAFAH inh: pPAFAH (human) enzyme inhibition. Q13093. recombinant pPAFAH, FP-rhodamine probe fluorescence polarization. inhibition, % at 3.39 µM. hit rate 1.5% among 330,000;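 active = inhibition above the mean inhibition across the screen plus 3 SD, cut at about 25% in these data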;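 note: inhibitors block binding of the rhodamine activity-based probe so polarization drops; 0% = enzyme with DMSO and 100% = wells lacking pPAFAH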
Target sequence (Q13093 whole entry, looked up): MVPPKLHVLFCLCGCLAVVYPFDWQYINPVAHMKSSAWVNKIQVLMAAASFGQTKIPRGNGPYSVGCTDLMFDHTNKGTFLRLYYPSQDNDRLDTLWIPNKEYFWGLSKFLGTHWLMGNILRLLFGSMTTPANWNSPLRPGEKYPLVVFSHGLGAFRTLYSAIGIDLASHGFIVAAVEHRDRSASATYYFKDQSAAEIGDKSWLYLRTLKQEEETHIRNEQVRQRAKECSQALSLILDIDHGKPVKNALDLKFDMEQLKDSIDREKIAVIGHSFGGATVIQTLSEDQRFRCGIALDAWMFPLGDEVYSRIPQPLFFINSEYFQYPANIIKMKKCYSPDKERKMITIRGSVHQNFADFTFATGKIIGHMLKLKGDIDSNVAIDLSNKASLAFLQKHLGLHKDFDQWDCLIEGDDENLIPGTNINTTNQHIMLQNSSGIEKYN
LYPLA1 inh: LYPLA1 (human) inhibition in PME1 counter-screen; inhibition, % at 5.9 µM; AID 2174; O75608; hit rate 0.16% among 320,000; recombinant LYPLA1, FP-Rh probe fluorescence polarization;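 active = inhibition above the mean of all tested compounds plus 3 SD, set per campaign, cut at about 14% in these data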;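 note: inhibitors block serine hydrolase probe labeling of LYPLA1 so polarization falls; 0% = enzyme with DMSO and 100% = wells lacking LYPLA1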
The depositor's hits bear a star; / = not tested or not shown. A portion of the library; the hit share may differ from the screen's.

SMILES	PAD4 inh	GSTO1 inh	LYPLA2 inh	PME-1 primary	PREPL inhibitor	PAFAH1B2 inh	PAFAH1B3 inh	pPAFAH inh	LYPLA1 inh
O=C(CC1C(=O)NCCN1C(=O)Nc1ccc(F)cc1F)Nc1cc(Cl)ccc1Cl (stereo unspecified)	2	-6	2	-3	12	5	10	3	-6
C=CCn1c(SCC(=O)NCC2CCCO2)nnc1C1CCCCC1 (stereo unspecified)	-2	8	-7	-4	-5	4	2	-1	-1
CCOc1ccc(/C=C/C(=O)N(C)CC(=O)Nc2cccc(F)c2)cc1OCC	-1	6	6	-4	-8	0	6	3	0
O=C(NS(=O)(=O)c1ccccc1)c1ccccc1	-7	-2	3	0	-5	4	11	2	0
CCOc1ccc2nc(NC(=O)CN3C(=O)C4CCCCC4C3=O)sc2c1 (stereo unspecified)	-1	12	1	-3	3	3	-1	6	-3
O=C(CN1CCN(Cc2ccccc2)CC1)N/N=C\C=C/c1ccco1	2	6	2	-3	0	1	2	4	-4
COc1ccc(O)c(/C=N/NC(=O)CCC(=O)Nc2ccc(F)cc2)c1	5	-5	-3	5	-2	1	18	3	2
Cc1ccc(S(=O)(=O)N(CC(=O)N2CCOCC2)c2ccccc2F)cc1	-3	0	-1	1	1	2	-4	3	1
O=C(Nc1ccc([N+](=O)[O-])cn1)c1cc(-c2cccc(Cl)c2)nc2ccccc12	0	-6	-9	-12	7	-8	3	-3	-4
CC(C)(C)c1nnc(SCC(=O)Nc2ccc(N3CCCCC3)cc2)n1N	-9	/	2	1	5	-1	-3	7	4
CCOC(=O)N1CCN(CC(=O)Nc2ccc(C)c(Br)c2)CC1	2	-2	12	-3	8	3	-2	0	1
CN(CCOc1ccc(Cl)cc1)Cc1cccc(S(=O)(=O)N(C)C)c1	-4	3	0	4	2	2	-4	7	-3
Cn1c2c(c(=O)n(C)c1=O)C(c1ccc(Br)cc1)C(C#N)=C(N)N2 (stereo unspecified)	-2	1	0	-4	-24	-3	-1	7	-2
CCn1c(COc2ccccc2C)nnc1SCC(=O)NCc1ccccc1	-2	2	-5	2	-31	2	3	3	-2
Cc1ccc(NC(=S)Nc2ccc(F)cc2)cc1	4	4	2	5	0	3	8	6	3
CC(=O)C1=C(O)CC(c2ccccc2)CC1=NCCc1ccccc1 (stereo unspecified)	-2	7	4	0	10	12	5	9	4
CCCC(=O)Nc1ccc(N2CCN(C(=O)c3cc4ccccc4o3)CC2)cc1	1	-2	45*	2	13	5	-1	19	10
CC1(C)CC(NC(=O)c2cccc(Cl)c2)CC(C)(C)N1	1	1	3	9	3	9	7	4	2
O=C(NCCCN1CCCC1=O)c1csc2ccccc12	-1	-2	4	2	6	1	5	8	2
COC(=O)c1ccc(NC(=O)CN(C)Cc2cccc(F)c2)cc1	0	17	0	-7	13	6	2	1	2
CC(=O)Oc1ccc2c(=O)c(-c3nc4ccccc4s3)coc2c1	4	11	0	7	5	0	3	2	1
CC(=O)Nc1ccc(S(=O)(=O)NC2(C(F)(F)F)NC(=O)N(Cc3ccccc3)C2=O)cc1 (stereo unspecified)	-3	-3	9	4	-1	6	2	-3	-2
COc1ccc(CNC(=O)CN(CC2CCCO2)C(=O)CNS(=O)(=O)c2ccccc2)cc1 (stereo unspecified)	2	-6	2	2	4	4	0	7	1
CCOC(=O)c1cnc(-n2nc(C)cc2C)nc1Nc1ccc(OC)cc1	2	-1	-3	3	10	1	-9	8	3
COc1cc2[nH]c(=O)n(CCCC(=O)NCCc3ccccc3)c(=O)c2cc1OC	2	-3	2	2	-26	-7	-3	0	2
O=C(O)CS(=O)(=O)c1ccc(Oc2ccc(S(=O)(=O)CC(=O)O)cc2)cc1	-5	-9	3	-1	1	/	/	-3	0
CCN(CC)S(=O)(=O)c1ccc(N2CCCC2)c(C(=O)OCC(=O)Nc2cc(C)on2)c1	1	-2	1	0	9	4	1	1	0
C/C(=N\OC(=O)c1c(-c2ccccc2Cl)noc1C)c1nccs1	3	19	4	1	8	18	5	-3	2
COC(=O)c1onc(-c2c(Cl)cccc2Cl)c1C(=O)OC	0	-3	-3	5	20	-3	-3	-1	-5
Cc1ccc(S(=O)(=O)CCc2nnc(N)s2)cc1	-3	-2	-1	-3	-1	1	0	1	-1
CC(C)c1cccc(C(C)C)c1NC(=O)c1ccc(OCC(=O)NCc2ccccc2)cc1	4	0	-6	-1	1	/	/	2	-3
COc1ccc(CCNC(=O)COC(=O)c2cc(OC)c(OC)cc2OC)cc1	-1	-2	-3	-2	-1	2	5	-1	-1
CCOCCCNC(=O)/C(C#N)=C/c1ccc([N+](=O)[O-])o1	6	-5	-32	-53	-32	-15	-28	-2	-15
CC(OC(=O)c1c(F)cccc1F)C(=O)NCCC1=CCCCC1 (stereo unspecified)	-4	/	/	/	7	5	4	8	/
CCOC(=O)c1cnc2c(-c3ccccc3)c(C)nn2c1N	1	-1	4	0	2	0	7	4	-3
CCCCCC(=O)Nc1nnc(CCc2ccccc2)s1	-2	8	2	2	11	5	7	3	1
CCc1ccc(N(CC(=O)NCc2ccc(F)cc2)C(=O)c2csnn2)cc1	-3	9	-4	-1	4	2	6	-2	1
COc1ccc(C2=NC(C(F)(F)F)(C(F)(F)F)c3c(n(C)c(=O)n(C)c3=O)N2)cc1	3	3	3	1	16	-1	4	2	1
CC1CCCC(C)N1C(=O)CSc1nnc(NC(=O)c2cccs2)s1 (stereo unspecified)	-7	-36	-5	1	-8	18	7	1	-1
Cc1ccc(CC(=O)NCc2cccnc2)cc1	-1	9	4	-2	3	/	/	7	3
COc1cc(C(=O)Oc2c(CN3CCOCC3)cc(Cl)c3cccnc23)cc(OC)c1OC	-8	9	-5	1	14	1	5	40*	-2
COc1ccc(C2N(C(=O)c3ccccc3)CCN2C(=O)c2ccc(C)cc2)cc1 (stereo unspecified)	4	11	-7	2	8	0	7	-4	-1
CCc1ccc2oc(=O)cc(CN3CCCCC3)c2c1	-3	3	-6	-1	10	1	-3	7	0
Cc1cccc(-n2ncc3c(=O)[nH]c(SCC(=O)N4CC(=O)Nc5ccccc54)nc32)c1	-3	/	5	4	6	5	-1	-2	0
COc1cc(NC(=O)CCS(=O)(=O)c2ccc3nc(C)sc3c2)cc(OC)c1OC	-4	2	-7	-2	12	-2	1	-2	-2
O=c1c2cc(F)ccc2sn1-c1ccc(F)cc1	30*	/	12	8	7	1	-4	20	2
CS(=O)(=O)n1nc(C(=O)N2CCOCC2)nc1N	6	5	-15	-4	12	-3	1	-6	-9
O=C(COc1ccccc1-c1ccccc1)N/N=C/c1ccccn1	4	6	4	10	-25	3	9	5	0
Cc1ccccc1NS(=O)(=O)c1cc2c3c(c1)C(C)C(=O)N3CCC2 (stereo unspecified)	-2	-2	2	17	5	-4	-4	16	1
CCOc1ccc(-c2nnc(SCC(=O)N3CCNC3=O)o2)cc1	0	/	8	0	5	3	5	4	6
(more compounds)
SMILES	PAD4 inh	GSTO1 inh	LYPLA2 inh	PME-1 primary	PREPL inhibitor	PAFAH1B2 inh	PAFAH1B3 inh	pPAFAH inh	LYPLA1 inh
COc1cccc(CNC(=O)Cc2ccc(Br)cc2)c1	-1	8	3	-3	8	12	5	10	-5
Cc1ccc(Oc2nc3c(c(=O)n(C)c(=O)n3C)n2C)cc1C	-1	-7	3	5	29	-3	1	2	-1
CC#CC(=O)N1CCCC(Cc2cccc(OC)c2)(C(=O)OCC)C1 (stereo unspecified)	-2	-1	-1	-4	11	-2	10	1	0
CCNC(=O)/C(C#N)=C/c1c(N2CCN(C)CC2)nc2c(C)cccn2c1=O	1	0	7	1	-4	6	9	11	5
Cc1cc(NC(=O)Cc2cccs2)nn1CC(=O)NCc1ccco1	1	-2	-2	2	13	1	-1	1	-2
CCCc1nc2sc3c(=O)n(N)cnc3c2c2c1COC(C)(C)C2	-2	1	-1	-2	-4	/	/	-2	-5
O=C(Oc1cccc(C(=S)N2CCOCC2)c1)c1ccc([N+](=O)[O-])cc1[N+](=O)[O-]	-3	-1	-3	4	-7	-1	-2	8	-3
CCN(CC)c1ccc(/C=N/Nc2nc(C)cc(=O)[nH]2)c(O)c1	3	2	6	16	16	8	0	4	6
FC(F)(F)c1ccccc1/C=N/n1c(COc2ccccc2)n[nH]c1=S	5	2	3	3	-10	5	10	8	1
CCN(CC)S(=O)(=O)c1ccc(NC(=O)Cn2c(=O)oc3ccccc32)cc1	-3	-1	-1	5	-7	1	5	-5	-2
COc1ccc(-c2cc(C(=O)Nc3sc4c(c3C#N)CCCC4)c3ccccc3n2)cc1	1	-13	-7	-10	-2	-4	-23	1	-5
Cc1cc(C)n2ncc(S(=O)(=O)c3ccccc3)c2n1	-3	3	4	2	-3	-4	13	6	2
CCCCN(C)C(=O)CS(=O)(=O)Cc1nc(-c2cccc(OC)c2)oc1C	4	8	0	-2	18	5	1	4	1
Cc1ccc(-c2nnc(N3CCOCC3)c3ccccc23)cc1S(=O)(=O)NCc1cccnc1	-1	5	-5	5	2	5	-4	4	-1
CN(C(=O)c1cc2c(s1)-c1ccccc1S(=O)(=O)C2)c1ccccc1F	-1	14	1	5	1	2	11	2	2

Molecules listed so far that contain fluorine (13):
SMILES	PAD4 inh	GSTO1 inh	LYPLA2 inh	PME-1 primary	PREPL inhibitor	PAFAH1B2 inh	PAFAH1B3 inh	pPAFAH inh	LYPLA1 inh
O=C(CC1C(=O)NCCN1C(=O)Nc1ccc(F)cc1F)Nc1cc(Cl)ccc1Cl (stereo unspecified)	2	-6	2	-3	12	5	10	3	-6
CCOc1ccc(/C=C/C(=O)N(C)CC(=O)Nc2cccc(F)c2)cc1OCC	-1	6	6	-4	-8	0	6	3	0
COc1ccc(O)c(/C=N/NC(=O)CCC(=O)Nc2ccc(F)cc2)c1	5	-5	-3	5	-2	1	18	3	2
Cc1ccc(S(=O)(=O)N(CC(=O)N2CCOCC2)c2ccccc2F)cc1	-3	0	-1	1	1	2	-4	3	1
Cc1ccc(NC(=S)Nc2ccc(F)cc2)cc1	4	4	2	5	0	3	8	6	3
COC(=O)c1ccc(NC(=O)CN(C)Cc2cccc(F)c2)cc1	0	17	0	-7	13	6	2	1	2
CC(=O)Nc1ccc(S(=O)(=O)NC2(C(F)(F)F)NC(=O)N(Cc3ccccc3)C2=O)cc1 (stereo unspecified)	-3	-3	9	4	-1	6	2	-3	-2
CC(OC(=O)c1c(F)cccc1F)C(=O)NCCC1=CCCCC1 (stereo unspecified)	-4	/	/	/	7	5	4	8	/
CCc1ccc(N(CC(=O)NCc2ccc(F)cc2)C(=O)c2csnn2)cc1	-3	9	-4	-1	4	2	6	-2	1
COc1ccc(C2=NC(C(F)(F)F)(C(F)(F)F)c3c(n(C)c(=O)n(C)c3=O)N2)cc1	3	3	3	1	16	-1	4	2	1
O=c1c2cc(F)ccc2sn1-c1ccc(F)cc1	30*	/	12	8	7	1	-4	20	2
FC(F)(F)c1ccccc1/C=N/n1c(COc2ccccc2)n[nH]c1=S	5	2	3	3	-10	5	10	8	1
CN(C(=O)c1cc2c(s1)-c1ccccc1S(=O)(=O)C2)c1ccccc1F	-1	14	1	5	1	2	11	2	2
